Screening data from PubChem BioAssay.
mIAP activ: increases mouse intestinal alkaline phosphatase activity. AID 2805. activation factor at 10 µM. 330,000 tested, 0.24% active. muIAP, CDP-Star luminescence, 30 min; active compounds read high; 1 = vehicle-only enzyme signal, 0 = enzyme-free wells;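 active = activation factor of at least 2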; note: the source names both 10 and 20 µM as test concentration; values of inactives mirror those of a sister screen read the other way
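Assay system: mouse IAP enzyme; reagent: chemiluminescent substrate CDP-Star; dosing: test compounds delivered from DMSO solution; schedule: 30 min at room temperature; measured by: luminescence from enzymatic CDP-Star hydrolysis; controls: DMSO-only wells and no-enzyme negative control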
beta cell repl: inducers of beta-cell replication in MIN6 cells | MIN6 cells proliferation, ATPlite luminescence, 48 h; cells starved in 0.2% serum; 100% = growth in 10% serum | proliferation, % at 10 µM | 330,000 tested, 0.29% active | AID 2380;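 active = compounds whose signal lies at least 3.5 SD above the mean of all wells on their plate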;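 note: 0% = DMSO-treated cells in low-serum medium and 100% = 10% serum control; some compounds called inactive have numbers as strong as hits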
APOBEC3A inh: human APOBEC3A DNA deaminase inhibition; P31941; recombinant A3A, FAM/TAMRA ssDNA deamination fluorescence; inhibition, % at 20 µM; 330,000 tested, 0.41% active;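 active = at least 40% inhibition at 20 µM here, with at most 30% in a related deaminase screen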;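 note: plate controls were A3A with DMSO for no effect and wells lacking A3A enzyme for full effect; some results filed as inactive read as strong as hits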
NLRP3 yeast inh: NALP3 inhibition in yeast; 330,000 tested, 0.39% active; AID 2825; inhibition, % at 10 µM; Yeast reconstituted NLRP3/ASC/caspase-1, beta-gal luminescence, 24 h;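 active = inhibition of 50% or more; inactive = inhibition below 50%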;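 note: plate controls were induced DMSO wells for no effect and uninduced yeast grown without galactose for full effect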
SENP1 FRET inh: inhibitors of human SENP1 SUMO protease catalytic domain | Q9P0U3 | recombinant SENP1 catalytic domain, CyPet-SUMO1-YPet FRET cleavage | inhibition, % at 10 µM | 360,000 tested, 0.21% active;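 active = inhibition at least 30% at 10 µM, raw YFP signal under a set limit, fluorescence ratio 0.5 to 1.5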;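 note: 0% = enzyme with DMSO and 100% = no enzyme wells; some results filed as inactive read as strong as hits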
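Material: hSENP1 catalytic domain, recombinant; medium: Tris pH 8 with BME, BSA, NP40 and catalase; compound: single concentration of 10 µM compound, 0.5% DMSO final; technique: FRET read of cyan and yellow fluorescence; timing: 50 min enzyme reaction, room temperature, light-protected; reagent: SFCypet-SUMO1-SFYpet substrate at 25 nM; control set: no-enzyme low, enzyme-DMSO high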
hIAP block: human IAP inhibition; P09923; purified IAP, CDP-Star luminescence, 30 min; inhibition, % at 10 µM; 330,000 tested, 0.12% active; AID 2544;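 active = inhibition reaching a set limit with compound at 10 µM in the primary screen, cut at about 35% in these data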;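 note: plate controls were DMSO wells with enzyme for no effect and no-enzyme buffer wells for full effect; values of inactives mirror those of a sister screen read the other way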
Target sequence (P09923 whole entry, looked up): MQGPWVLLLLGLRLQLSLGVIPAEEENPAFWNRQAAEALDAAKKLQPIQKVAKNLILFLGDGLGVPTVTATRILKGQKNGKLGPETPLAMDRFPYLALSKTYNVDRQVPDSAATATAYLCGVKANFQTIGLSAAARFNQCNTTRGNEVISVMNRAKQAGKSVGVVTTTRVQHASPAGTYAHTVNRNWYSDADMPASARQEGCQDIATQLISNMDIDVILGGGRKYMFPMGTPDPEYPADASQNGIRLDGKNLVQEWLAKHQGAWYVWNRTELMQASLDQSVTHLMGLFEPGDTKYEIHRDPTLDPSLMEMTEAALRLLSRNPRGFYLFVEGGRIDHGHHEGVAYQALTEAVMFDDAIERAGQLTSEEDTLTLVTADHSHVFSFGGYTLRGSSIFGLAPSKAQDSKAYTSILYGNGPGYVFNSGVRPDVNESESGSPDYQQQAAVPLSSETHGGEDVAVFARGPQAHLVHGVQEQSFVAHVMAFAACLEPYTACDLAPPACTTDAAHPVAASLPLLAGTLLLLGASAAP
mIAP block: mouse IAP inhibition; purified mouse IAP, CDP-Star luminescence, 30 min; 330,000 tested, 0.2% active; AID 2806; inhibition, % at 10 µM;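 active = inhibition of at least 40% at 10 µM in the primary screen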;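 note: plate controls were DMSO with enzyme for no effect and no enzyme wells for full effect; values of inactives mirror those of a sister screen read the other way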
APOBEC3G inh: APOBEC3G (human) deaminase inhibition | recombinant A3G, ssDNA deamination FAM/TAMRA fluorescence | 330,000 tested, 0.28% active | Q9HC16 | inhibition, % at 20 µM | AID 493012;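 active = inhibition of at least 40% at 20 µM, with no more than 30% in the related APOBEC3A deaminase screen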;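 note: plate controls were DMSO wells with A3G for no effect and wells lacking A3G enzyme for full effect; some compounds called inactive have numbers as strong as hits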
Target sequence (Q9HC16 whole entry, looked up): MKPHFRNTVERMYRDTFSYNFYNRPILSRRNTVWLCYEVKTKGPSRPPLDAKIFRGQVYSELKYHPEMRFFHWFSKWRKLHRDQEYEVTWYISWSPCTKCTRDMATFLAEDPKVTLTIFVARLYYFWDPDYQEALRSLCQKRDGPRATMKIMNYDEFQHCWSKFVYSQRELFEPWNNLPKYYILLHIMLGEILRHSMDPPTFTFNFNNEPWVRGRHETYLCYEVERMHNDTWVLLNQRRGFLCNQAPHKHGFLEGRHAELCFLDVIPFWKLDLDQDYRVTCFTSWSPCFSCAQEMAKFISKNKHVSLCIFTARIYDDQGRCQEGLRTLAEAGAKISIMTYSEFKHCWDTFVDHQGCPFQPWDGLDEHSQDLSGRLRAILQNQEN
hIAP act: increases human intestinal alkaline phosphatase activity; 330,000 tested, 0.16% active; purified human IAP, CDP-Star luminescence, 30 min; active compounds read high; 1 = vehicle-only enzyme, 0 = enzyme-free background; activation factor at 10 µM;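 active = activation factor of the enzyme at least 2-fold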; note: the source names both 10 and 20 µM as test concentration; values of inactives mirror those of a sister screen read the other way
The depositor's hits bear a star. A portion of the library. The share of hits here may be higher or lower than overall.

SMILES	mIAP activ	beta cell repl	APOBEC3A inh	NLRP3 yeast inh	SENP1 FRET inh	hIAP block	mIAP block	APOBEC3G inh	hIAP act
CCCCn1c(N)c(N(C)C(=O)c2c(C)nn(-c3ccccc3)c2C)c(=O)[nH]c1=O	1	1	22	22	-4	-6	-1	-1	1.1
CC(=O)c1c(C)oc2ccc(NS(=O)(=O)c3ccc(O)c(C(=O)O)c3)cc12	0.87	-1	2	-2	-1	-5	13	-3	1
O=C([C@H](O)c1ccccc1)N1CCC[C@H]1CO	0.98	4	1	10	0	6	2	1	0.94
COc1ccc(NC(=S)NC(=O)c2cncc(Br)c2)c(OC)c1	0.95	-4	-2	-8	2	-19	5	-7	1.2
CN(C)CCCN=Cc1c(O)n(Cc2ccccc2)c(=O)c2ccccc12	0.99	-3	-1	7	-9	-15	1	-5	1.1
CCN(C(=O)c1cccnc1)c1ccccc1	1	1	3	10	2	-32	-1	3	1.3
COC(=O)c1ccc(NC(=O)C2CC2)o1	1	-2	-2	4	4	-3	-2	-7	1
O=C(/C=C/c1ccc(Cl)cc1)N1CCOCC1	1	-3	-6	11	2	2	-4	0	0.98
CSc1cccc(NC(=O)CSc2ccc(Cl)cc2)c1	1.1	-2	-2	2	2	-11	-8	-5	1.1
COc1ccc(-c2cc(C(=O)Nc3ccc(Cl)cc3Cl)c3ccccc3n2)cc1OC	0.84	0	-3	8	1	21	16	-5	0.79
Cc1ccccc1-c1cccc(CN2CCN(C)C(CCO)C2)c1 (configuration not stated)	1	1	-6	8	0	-18	-2	-3	1.2
COC(=O)c1sccc1NC(=O)c1ccccc1	1	2	1	4	1	-8	-1	-1	1.1
COCCn1c(SCC(=O)c2c[nH]c3ccccc23)nnc1-c1ccncc1	0.98	1	-1	19	0	-4	2	-4	1
COCCCN1C(=O)C(O)=C(C(=O)c2ccc(C)o2)C1c1cccc(Br)c1 (configuration not stated)	0.88	-1	-1	14	0	1	12	-4	0.99
CCNc1nc(NC(C)(C)C)nc(N2CCCC2)n1	1	-2	-1	27	2	19	-3	1	0.81
C=CCn1c(N2CCOCC2)nc2c1c(=O)[nH]c(=O)n2C	1.1	0	0	22	1	4	-7	-6	0.96
Cc1cccc2nc(CSc3nc4[nH]ncc4c(=O)n3-c3ccccc3Cl)cc(=O)n12	1	0	-2	11	-4	-40	0	-2	1.4
O=C1CCC(C(=O)N(CCO)Cc2ccccc2)CN1CC1CCCCC1 (configuration not stated)	0.9	0	-5	11	1	-2	10	1	1
COC(=O)C(CC(C)C)NC(=O)c1cccs1 (configuration not stated)	1	0	4	-14	-1	1	-2	-8	0.99
O=C(CN1C(=O)C2CCCCC2C1=O)N1CCN(c2ccc(F)cc2)CC1 (configuration not stated)	1	1	-3	-5	2	1	-4	-9	0.99
CO/N=C/c1ccc(Sc2ccc(C)cc2)c([N+](=O)[O-])c1	0.86	1	-1	7	1	11	14	-3	0.89
Cc1ccc(S(=O)(=O)Nc2ccc(SC(F)F)cc2)c(C)c1	1.1	0	-3	24	3	-6	-5	-5	1.1
CCC1CCC/C1=N\NC(=O)c1cc(C)[nH]n1 (configuration not stated)	1	-1	-3	6	1	-34	-2	-9	1.3
Cc1ccc(S(=O)(=O)N(CC(=O)Nc2cccnc2)c2cccc([N+](=O)[O-])c2)cc1	0.97	-5	-3	2	1	-5	3	-9	1.1
CCN(C[C@H]1N[C@@](CC)(C(=O)OC)[C@H]2C(=O)N(C)C(=O)[C@@H]12)S(=O)(=O)c1ccc(C)cc1	1	3	-2	11	-2	-10	-1	-2	1.1

(more compounds)
SMILES	mIAP activ	beta cell repl	APOBEC3A inh	NLRP3 yeast inh	SENP1 FRET inh	hIAP block	mIAP block	APOBEC3G inh	hIAP act
O=C(OC(C(=O)NCc1cccs1)c1ccccn1)c1cccs1 (configuration not stated)	1.1	-2	0	10	2	-17	-6	2	1.2
CC(C)(C)NC(=O)C(=O)NNC(=O)c1ccccc1Br	0.69	-4	-1	5	-2	-36	31	-17	1.4
C=CCNC(=O)c1onc(CSc2cc(C)cc(C)c2)c1C(=O)NCC=C	0.93	-4	-2	22	-2	3	7	-4	0.97
C/C(=N\NC(=O)COc1ccc(C)cc1C(C)C)c1ccc(-n2ccnc2)cc1	0.94	0	-1	19	1	4	6	0	0.96
C/C(Cn1cnc([N+](=O)[O-])n1)=N/NC(=O)COc1ccccc1Cl	0.91	-2	1	-2	6	-12	9	-5	1.1
COc1cc(OC)cc(C(=O)OCC(=O)N(C)c2ccccc2)c1	0.97	-2	2	3	0	-6	3	24	1.1
N#Cc1ccccc1/C=N/Nc1nc(-c2ccccc2)c2cc(Cl)ccc2n1	0.87	-3	0	20	-20	2	13	-3	0.98
O=[N+]([O-])c1cc(C(F)(F)F)ccc1NCCCN1CCOCC1	0.93	-4	-1	25	1	0	7	-4	1
COc1ccc(CN2CCCC(C(=O)N(C)Cc3ccccc3)C2)cc1OC (configuration not stated)	1.1	0	-2	14	5	-37	-10	-4	1.4
Cc1cccc(N=C2NC(=O)/C(=C/c3cccn3C)S2)c1	0.94	1	-4	13	-47	-24	6	-11	1.2
CCSc1nnc(NC(=O)C2CC(=O)N(Cc3ccc(C)cc3)C2)s1 (configuration not stated)	0.91	-1	10	10	0	17	9	2	0.83
COc1ccc(S(=O)(=O)N2CCCCC2)cc1NS(=O)(=O)c1ccccc1	1	-3	-1	13	1	-33	-2	-1	1.3
Cc1cccc(NC(=O)CSCC(=O)N=c2sccn2C)c1	0.95	-2	2	10	-1	-6	5	-7	1.1
O=C(CSc1ccccc1C(=O)N1CCN(c2ccccc2)CC1)N1CCCC1	0.98	-6	-2	-2	0	16	2	-3	0.84
C/C=C/c1ccc(OCC(O)CNCC(c2ccc(OC)cc2)N(C)C)c(OC)c1 (configuration not stated)	0.98	-2	-4	12	2	-13	2	-6	1.1
COC(=O)[C@@]12CCCN1[C@H](c1ccc(SC3CCCCC3)cc1)[C@H]1C(=O)N(C)C(=O)[C@H]12	0.95	-4	-2	-1	-1	12	5	-7	0.89
COc1cc(/C=N/NC(N)=S)ccc1OCC(=O)N1CCOCC1	1.1	-1	1	5	1	-1	-6	-1	1
C[C@H]1CCC[C@]2(O[C@H](CCO)C[C@H](O)[C@H]2O)O1	1.1	1	0	11	3	-5	-7	-1	1.1
COc1ccc(OCC(=O)Nc2c3c(nn2C(C)(C)C)CSC3)cc1	0.95	-1	3	5	2	10	5	1	0.9
CN(CCc1ccccn1)C(=O)CCC1CCCN(C(=O)c2c3c(nn2C)CCCC3)C1 (configuration not stated)	0.99	-3	3	26	0	-9	1	1	1.1
COc1ccc(CN2CCN(CCSc3ccc(C)cc3)CC2)c(OC)c1OC	0.94	-2	-8	16	1	10	6	-6	0.9
O=c1c2ccccc2ncn1-c1ccc(Cl)cc1Cl	1.1	1	0	26	1	-7	-6	-4	1.1
CN(C)CC1CCCCC1C1(O)c2ccccc2CSc2sccc21 (configuration not stated)	1	-3	-2	10	0	7	-3	-1	0.93
CCN1CCN(S(=O)(=O)c2ccc(Cl)c(C(=O)N(C)Cc3ccccc3)c2)CC1	1	2	0	5	1	8	-2	-2	0.92
Cc1ccc(S(=O)(=O)/N=C/c2cc(Br)ccc2O)cc1	1	-2	1	-5	-20	7	-2	-1	0.93

Continued:
SMILES	mIAP activ	beta cell repl	APOBEC3A inh	NLRP3 yeast inh	SENP1 FRET inh	hIAP block	mIAP block	APOBEC3G inh	hIAP act
CCN(CC)S(=O)(=O)c1cccc(C(=O)NNC(=O)c2ccc3[nH]c(=O)c(=O)[nH]c3c2)c1	0.99	-1	-1	14	2	-44	1	0	1.4
OCC1(CCCc2ccccc2)CCN(Cc2cc(F)ccc2F)CC1	0.9	-3	-3	29	3	4	10	-3	0.96
O=S(=O)(c1ccc2c(c1)OCCO2)N1CCN(c2nc3ccccc3s2)CC1	1.1	0	-2	35	3	16	-5	-7	0.84
COc1ccc2sc(NCc3ccccc3)nc2c1	1.1	-4	0	27	0	12	-11	-2	0.88
CCn1c(=N)n(CC(O)c2ccccc2)c2ccccc21 (configuration not stated)	1	1	4	5	1	-21	-1	-1	1.2
Cn1ccnc1SCC(=O)Nc1cccc([N+](=O)[O-])c1	1.1	-2	5	-7	2	5	-9	22	0.95
Cc1ccccc1CNCCCSc1ncccn1	0.91	-3	-4	10	-4	-4	9	-5	1
COc1ccc(N2C(=O)CC(NC3CCCCNC3=O)C2=O)cc1 (configuration not stated)	1.1	-1	-2	24	2	15	-6	-7	0.85
Cc1cccc(C)c1NC(=O)CN(C)CC(=O)Nc1ccccc1Br	1.2	-2	0	-2	2	-13	-22	0	1.1
O=c1oc2ccc(Cl)cc2nc1/C=C(\O)c1cccs1	0.93	-4	4	25	5	6	7	2	0.94
CCOC(=O)C(C)Sc1nnc2c3ccccc3n(C)c2n1 (configuration not stated)	0.97	-4	0	15	-1	-5	3	0	1.1
COc1ccc(S(=O)(=O)NNC(=O)c2sccc2-n2cccc2)cc1	0.96	1	-3	16	1	6	4	-5	0.94
Cc1ccc(C)c(OCCC(=O)Nc2ccc3c(c2)OCO3)c1	1	0	-3	16	1	-12	-2	-8	1.1
COc1cc(CNCc2cccnc2)ccc1OCc1ccccc1	1.1	-2	-3	7	1	-25	-14	-16	1.3
O=C(Nc1c(C(=O)Nc2cccc3ccccc23)cnn1-c1ccccc1)c1ccco1	0.87	-1	-1	4	1	3	13	-3	0.97
O=C1CCCC/C1=C\Nc1ccccc1C(=O)O	0.93	-1	1	-3	-6	14	7	0	0.86
CC1CCCCN1C/C=C/c1ccccc1[N+](=O)[O-] (configuration not stated)	0.93	-1	5	14	2	18	7	-4	0.82
COc1cccc(Nc2nnc(SCC(=O)N3CCOCC3)s2)c1	0.99	-4	-1	-3	2	-10	1	-2	1.1
CCN(CC(=O)Nc1ccc2c(c1)OCCO2)CC(=O)Nc1ccc2c(c1)OCO2	1	-2	5	7	1	-1	-1	-3	1
Cc1cnc(NS(=O)(=O)c2ccccc2)c(Br)c1	0.95	1	-1	9	1	7	5	-5	0.93
COc1ccc(C(=O)CC(=O)C(=O)Nc2ccc(C)cc2Cl)cc1	0.96	-4	1	5	-3	-5	4	2	1.1
COc1ccc(S(=O)(=O)NCC(=O)N(CC(=O)NCC2CCCO2)Cc2ccccc2)cc1 (configuration not stated)	1	4	-6	-4	-1	6	-2	-8	0.94
CNC(=O)CSc1ncnc2c1cnn2-c1ccccc1	1	-4	3	13	0	10	-4	14	0.9

Quoted from the listing.
Under APOBEC3G inh, `Cc1cnc(NS(=O)(=O)c2ccccc2)c(Br)c1` shows -5
Under NLRP3 yeast inh, `O=C1CCCC/C1=C\Nc1ccccc1C(=O)O` shows -3
